EPAC2 antag: blocks human EPAC2 exchange factor | actives 0.18% (n = 360,000) | Q8WZA2 | Potency, µM (titrated, usually from 114 µM), for the others: at the highest dose activity, negative = inhibition, usual class: inhibitors | EPAC2 GEF exchange of Rap1B-BODIPY-GDP, fluorescence | AID 720708; also: % is scaled to controls: 0 for no effect and ±100 for the full control effect; nearly all actives have a fitted effect of over 45% in size; many of its hits are not listed in these tables
Target sequence (Q8WZA2 whole entry, looked up): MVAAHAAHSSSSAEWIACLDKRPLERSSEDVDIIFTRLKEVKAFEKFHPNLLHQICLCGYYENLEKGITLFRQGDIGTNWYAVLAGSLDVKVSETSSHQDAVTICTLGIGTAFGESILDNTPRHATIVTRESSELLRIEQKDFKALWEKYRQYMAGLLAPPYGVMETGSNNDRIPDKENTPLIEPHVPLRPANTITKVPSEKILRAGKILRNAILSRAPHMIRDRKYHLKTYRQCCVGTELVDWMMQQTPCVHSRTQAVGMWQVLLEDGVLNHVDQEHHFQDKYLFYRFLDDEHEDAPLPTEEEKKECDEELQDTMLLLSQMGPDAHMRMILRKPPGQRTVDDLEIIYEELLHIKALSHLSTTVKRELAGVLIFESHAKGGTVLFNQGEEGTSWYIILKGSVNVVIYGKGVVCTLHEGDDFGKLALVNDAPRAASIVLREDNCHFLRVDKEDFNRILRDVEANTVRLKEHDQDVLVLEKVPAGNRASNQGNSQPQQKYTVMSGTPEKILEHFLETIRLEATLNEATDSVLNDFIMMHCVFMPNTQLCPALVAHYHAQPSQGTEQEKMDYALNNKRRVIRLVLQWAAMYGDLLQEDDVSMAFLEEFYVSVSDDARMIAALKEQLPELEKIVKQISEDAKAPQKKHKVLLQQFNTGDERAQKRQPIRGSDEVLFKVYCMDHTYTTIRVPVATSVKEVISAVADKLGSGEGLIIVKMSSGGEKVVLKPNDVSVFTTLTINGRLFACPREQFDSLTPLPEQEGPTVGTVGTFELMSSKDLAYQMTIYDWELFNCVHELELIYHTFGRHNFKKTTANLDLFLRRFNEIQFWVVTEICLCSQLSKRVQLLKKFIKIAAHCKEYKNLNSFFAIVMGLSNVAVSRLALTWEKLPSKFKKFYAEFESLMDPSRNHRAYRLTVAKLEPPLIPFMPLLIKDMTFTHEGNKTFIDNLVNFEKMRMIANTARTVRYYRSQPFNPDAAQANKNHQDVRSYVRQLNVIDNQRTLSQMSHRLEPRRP
Nrf2 block: inhibitors of Nrf2 signaling; Potency, µM (series often up to 46 µM), without a hit: top-dose activity change, negative = inhibition, usual class: inhibitors; AID 504444; actives 2.1% (n = 360,000); A549 ARE-Fluc reporter, luciferase luminescence, 18-24 h; also: % is scaled to controls: 0 for no effect and ±100 for the full control effect; nearly all actives have a fitted effect of over 60% in size
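Two sequential reads on A549 ARE_Fluc cells exposed to compound for 18-24 h: a CellTiter-Fluor fluorescence read for viability, then a luciferase luminescence read for Nrf2/ARE activity.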
A549 tox: kills or reduces viability of A549 cells in Nrf2 counter-screen | A549 ARE-Fluc cells, CellTiter-Fluor viability, 18-24 h | Potency, µM (doses to about 46 µM), without a hit: at the top dose activity change, negative = cytotoxicity, hits mostly inhibitors | actives 0.16% (n = 390,000) | AID 504648; also: % is scaled to controls: 0 for no effect and ±100 for the full control effect
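A549 ARE-Fluc cells in 5% FBS OPTI-MEM, 5000 cells/well, rested 2 h then exposed to compounds in concentration-response for 18-24 h at 37 °C. Viability by CellTiter-Fluor fluorescence (Ex 405/Em 525) after 30 min; luciferase luminescence (BugLite, 15 min, RT) read afterwards.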
ATXN2 expr inh: ATXN2 expression inhibition; AID 1745845; HEK-293 ATXN2-luciferase reporter, luminescence, 24 h; actives 0.72% (n = 360,000); Potency, µM (top dose mostly 57 µM), without a hit: at the top dose activity change, negative = inhibition, usual class: inhibitors; also: % is scaled to controls: 0 for no effect and ±100 for the full control effect; nearly all actives have a fitted effect of over 55% in size
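ATXN2-luciferase reporter cells (luciferase flanked by upstream and downstream ATXN2 gene portions) were treated 24 h at 37 °C with compounds at up to 57 uM. SteadyGlo luminescence gave expression; GF-AFC fluorescence gave viability.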
MCF10A rerep: DNA re-replication induction in MCF 10a cells | MCF 10A DNA re-replication, Hoechst nuclear intensity, 48 h | Potency, µM (highest dose often 46.1 µM), inactives show top-dose activity, positive = re-replication, most hits filed as activators | actives 2.9% (n = 350,000) | AID 624296; also: % of control where 0% means no effect; nearly all actives have a fitted effect of over 50% in size
ATXN viability: cell viability loss in ATXN counter-screen; S2 cells (HEK-293 line with an ATXN2-luciferase reporter) viability, CellTiter-Fluor protease fluorescence, 24 h; Potency, µM (top dose mostly 56.7 µM), hits mostly cytotoxic; actives 0.49% (n = 400,000); also: nearly all actives have a fitted effect of over 40% in size
HepG2 viability: kills HepG2 cells in TGF-b inhibitor counter-screen. HepG2 CAGA-GFP viability, ATP luminescence, 18 h. Potency, µM (doses to about 46.1 µM), inactives show top-dose activity change, negative = cytotoxicity, usual class: cytotoxic. actives 0.76% (n = 410,000). AID 588856; also: some results filed as inactive show a strong effect at the top dose
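HepG2 CAGA-GFP cells (1000/well, DMEM with 1% FBS) received compound, then TGF-beta at 500 pg/mL final, and were incubated 18 hours at 37 degrees C. Viability was read by CellTiter-Glo luminescence. Media-only wells were set as complete cell-killing and DMSO as no toxicity.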
TGFb inhibitor: blocks TGF-b signaling; HepG2 CAGA-GFP TGF-b/SMAD3 reporter, GFP fluorescence, 18 h; TGF-beta stimulated, 500 pg/mL final; Potency, µM (series often up to 46.1 µM), inactives show at the top dose activity, negative = inhibition, usual class: inhibitors; AID 588855; actives 1.2% (n = 410,000); also: % is scaled to controls: 0 for no effect and ±100 for the full control effect; nearly all actives have a fitted effect of over 65% in size
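HEPG2 CAGA-GFP, 1000 cells/well; 2 h settle, 37 C; cpd via pin tool; TGF-b 500 pg/mL final; 18 h, 37 C; GFP imaging ex488/em500-530; %Activity normalised to -TGF-b and +DMSO controls; CRC fit, curve class.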
Nrf2 activator: activates Nrf2 signaling | AID 624171 | AREc32 ARE-luciferase reporter (MCF7-derived line), luminescence, 24 h | actives 0.31% (n = 410,000) | Potency, µM (series often up to 46.1 µM), for the others: at the top dose activation, hits mostly activators; also: % of control where 0% means no effect; nearly all actives have a fitted effect of over 65% in size
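Each well held 1000 AREc32 cells, which were incubated with compound for 24 hr at 37 deg C after overnight attachment, and ARE reporter activity was quantified by firefly luciferase luminescence.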
The depositor's hits bear a star; i = inactive; ? = inconclusive; nt = no result given; & = joins results of further samples; [ ] = remark or other dose. Calls follow the shape of the dose curve; as a rule, active = well fitted curve in the direction sought with a large enough effect; inconclusive = small, poorly fitted or top-dose-only effect, or another doubt; inactive = no such curve, though single readings can be large; an effect the other way counts as inactive or inconclusive. Potency is read from the fitted curve at half-maximal effect. This is a subset; count on the stated rates, not on these rows.

SMILES	EPAC2 antag	Nrf2 block	A549 tox	ATXN2 expr inh	MCF10A rerep	ATXN viability	HepG2 viability	TGFb inhibitor	Nrf2 activator
COc1ccc(OCc2nnc(-c3ccccc3)o2)cc1	nt	?	16%	31%	nt	i	-4%	-16%	2.9%
O=C(Nc1cccc(Cl)c1)C1CCCN1S(=O)(=O)c1cccc2cccnc12 (configuration not stated)	nt	?	-13%	nt	nt	nt	-2%	0%	6.3%
COc1cc(/C=C/C(=O)OCC(=O)NCCC2=CCCCC2)ccc1O	-9%	1%	6%	-19%	0%	i	-11%	-17%	4.2%
COc1ccccc1N1CCN(c2cc(C)nc3nc(C)nn23)CC1	-4%	-12%	-3%	8%	-2%	i	-9%	-2%	0.0%
Cc1cc(C)nc(NC(=O)c2ccc(Cl)cc2Cl)n1	2%	-8%	3%	-4%	-2%	i	-3%	0%	0.1%
O=C(Nc1nc(-c2ccc(Br)cc2)cs1)c1cccnc1	0%	-13%	-5%	-27%	-1%	i	-1%	10%	-0.6%
COc1ccccc1OCC(=O)Nc1ccc(S(=O)(=O)N2CCCC2)cc1	0%	1%	-3%	7%	-3%	i	11%	-11%	0.5%
COc1ccc(OC)c(C2=Nn3c(nnc3-c3ccncc3)SC2)c1	-7%	-14%	12%	-34%	-3%	i	6%	4%	0.1%
COc1cc2nc(SCC(=O)Nc3ccccc3C)n3nc(CCn4c(C)nc5ccccc54)nc3c2cc1OC	nt	-17%	-3%	-4%	nt	i	-4%	-4%	5.5%
COc1ccccc1N1CCN(/N=C/c2c(C)nn(-c3ccccc3)c2C)CC1	-15%	?	2%	-6%	2%	?	-53%	?	0.0%
O=C(CCn1cnc2ccccc2c1=O)Nc1ccc(S(=O)(=O)N2CCCCC2)cc1	-3%	?	0%	6%	10%	i	-17%	0%	-0.3%
COc1ccc(C(=S)N2CCC(C(N)=O)CC2)cc1Br	12%	1%	-3%	1%	1%	i	-6%	13%	0.3%
O=c1[nH]c(CSc2ncn[nH]2)nc2ccccc12	-3%	1%	2%	0%	-9%	i	-20%	-17%	3.4%
COc1ccc(S(=O)(=O)N2CCCN(CC(=O)Nc3ccccc3F)CC2)cc1	7%	11%	0%	-9%	1%	i	9%	-5%	0.3%
CCCn1c(C)cc(/C=C(\C#N)C(=O)OCC(=O)N(C)c2c(N)n(Cc3ccccc3)c(=O)[nH]c2=O)c1C	5%	7%	-11%	12%	4%	i	-2%	13%	2.9%
Cc1cc2ncc(C(=O)Nc3ccccc3)c(C)n2n1	-2%	-7%	0%	4%	-17%	i	-12%	-15%	0.1%
Cc1nn2c(NCc3ccccn3)cc(C(C)C)nc2c1-c1ccccc1	-12%	?	-28%	nt	?	?	-61%	11µM*	-0.7%
CCOC(=O)C(CCCOc1ccccc1C)C(=O)OCC	0%	9%	-12%	2%	1%	?	2%	0%	-0.2%
Cc1nc2ccccc2cc1C(=O)O	-4%	3%	10%	0%	4%	i	-6%	-9%	-0.4%
COCCn1c(Cc2ccccc2)nnc1SCC(=O)N(C)C	14%	1%	13%	1%	-3%	i	-22%	2%	-0.8%
CC1CCC(C(C)C)C(OC(=O)C2=C3c4ccccc4S(=O)(=O)N3CC2)C1 (configuration not stated)	-6%	18%	2%	17%	?	i	-6%	-6%	0.4%
Cc1ccc(-c2nc3ccc(Br)cn3c2Cc2cccc(Cl)c2)cc1	-9%	nt	nt	8%	nt	?	-39%	?	4.6%
CCCOc1ccc(N2C(=O)CC(N3CCN(c4ccc([N+](=O)[O-])cc4)CC3)C2=O)cc1 (configuration not stated)	-7%	?	?	-14%	9%	?	-7%	-13%	0.3%
COc1ccc(NC(=O)C2CC2)cc1S(=O)(=O)N1CCOCC1	12%	4%	4%	nt	9%	i	-2%	31%[activator]	-1.0%
Cc1c(NC(=O)CC(C)C)cccc1-c1nc2cccnc2s1	nt	-5%	0%	13%	nt	i	-95%	?	4.5%
CCOC(=O)c1c(C)c(C(=O)NC2CCCCCC2)c(C)n1C	1%	19%	-5%	15%	20%	i	2%	-5%	-0.8%
COc1cccc(NC(=O)CSC2=Nc3ccccc3C3=NC(CCC(=O)NCc4ccco4)C(=O)N23)c1 (configuration not stated)	nt	nt	3%	nt	nt	nt	-4%	6%	0.2%
CC(C)(NO)/C(=N/O)c1cccs1	-1%	-16%	-2%	1%	5%	i	-9%	-4%	-0.8%
CCC1(c2ccccc2)NC(=O)N(CC(=O)Nc2nnc(C3CC3)s2)C1=O (configuration not stated)	4%	23%	-2%	13%	0%	i	-3%	8%	-0.7%
COc1cc(/C=N/NC2=NS(=O)(=O)c3ccccc32)cc(OC)c1OC	8%	20%	5%	-4%	-9%	i	-5%	10%	1.1%
CC(=C/c1ccccc1)/C=N/NC(=O)c1cc(C)oc1C	1%	10%	0%	14%	11%	i	-21%	-26%	8.6%
Cn1c(-c2ccc(Cl)nc2)nc2cc(Cl)ccc21	-5%	23%	2%	21%	-18%	i	-1%	2%	6.9%
CCOc1ccc(NC(=O)CC2SC(=O)N(c3ccccc3)C2=O)cc1 (configuration not stated)	11%	34%	1%	21%	-1%	i	-1%	-2%	7.7%
Cc1cccc(N(CC(=O)NC2CCCC2)C(=O)c2nsc(Cl)c2Cl)c1C	3%	-2%	-8%	0%	13%	i	7%	-9%	6.2%
COc1ccc(CN2CCN(CC(=O)Nc3ccccc3C(=O)NC3CC3)CC2)cc1F	4%	15%	4%	-8%	-9%	i	-28%	0%	-0.5%
Cc1ccc(C(=O)N/C(=C/c2ccccc2F)C(=O)NCCCn2ccnc2)cc1	1%	9%	15%	12%	0%	i	5%	8%	-0.1%
Nc1nc(N)c2cc(Sc3cccc(C(F)(F)F)c3)ccc2n1	?	nt	nt	nt	nt	?	-116%	?	-5.9%
COC(=O)C1Cc2ccccc2CN1S(=O)(=O)c1ccc(C)cc1 (configuration not stated)	4%	-23%	-1%	6%	4%	i	7%	-7%	-0.4%
COc1ccc(-n2ccn(CC(=O)NCc3ccc(C)cc3)c(=O)c2=O)cc1OC	nt	-1%	0%	nt	nt	nt	-1%	2%	-1.3%
S=c1[nH]c2cc(Cl)ccc2s1	1%	-2%	4%	1%	-3%	i	-3%	-7%	-0.8%

A second format for four compounds above.
Below each compound – EPAC2 antag	Nrf2 block	A549 tox	ATXN2 expr inh	MCF10A rerep	ATXN viability	HepG2 viability	TGFb inhibitor	Nrf2 activator
COc1cc(/C=N/NC2=NS(=O)(=O)c3ccccc32)cc(OC)c1OC
  8%	20%	5%	-4%	-9%	i	-5%	10%	1.1%
CC(=C/c1ccccc1)/C=N/NC(=O)c1cc(C)oc1C
  1%	10%	0%	14%	11%	i	-21%	-26%	8.6%
Cn1c(-c2ccc(Cl)nc2)nc2cc(Cl)ccc21
  -5%	23%	2%	21%	-18%	i	-1%	2%	6.9%
CCOc1ccc(NC(=O)CC2SC(=O)N(c3ccccc3)C2=O)cc1 (configuration not stated)
  11%	34%	1%	21%	-1%	i	-1%	-2%	7.7%

(further entries)
SMILES	EPAC2 antag	Nrf2 block	A549 tox	ATXN2 expr inh	MCF10A rerep	ATXN viability	HepG2 viability	TGFb inhibitor	Nrf2 activator
O=C(c1ccc2ccccc2c1)N1CCN(c2ccccn2)CC1	-2%	-4%	4%	-11%	0%	i	-13%	-9%	-0.4%
Cc1ccc2nc(N(CCN(C)C)C(=O)C3CCN(S(=O)(=O)c4cccs4)CC3)sc2c1	-12%	nt	nt	nt	nt	i	-22%	-12%	7.4%
O=C(COc1ccc2ccccc2c1)N1c2ccccc2Sc2ccccc21	-5%	-23%	5%	-11%	13%	i	-33%	-1%	2.1%
COc1ccc(C(=O)NC(=S)NNC(=O)c2ccc3ccccc3n2)cc1	1%	?	-9%	?	?	?	-38%	-26%	0.3%
COc1cccc(NC(=O)COC(=O)COc2cccc3c2OC(C)(C)C3)c1	-2%	15%	2%	6%	2%	?	8%	-8%	-0.4%
COc1ccc(-c2nn(-c3ccccc3)cc2C(=O)NCCCn2ccnc2)cc1	-1%	-7%	2%	-13%	?	i	-20%	12%	-0.3%
CCc1cccc(NC(=O)c2ccc(Cn3nc(C)cc3C)o2)c1	-20%	-20%	0%	17%	7%	i	5%	-9%	1.8%
Cc1nc(C)c(-c2csc(NCc3ccco3)n2)s1	6%	-14%	-12%	41%[activator]	4%	i	-7%	-2%	13%
COC(=O)c1ccccc1NC(=O)CCn1c(=O)oc2ccccc21	1%	8%	2%	6%	-1%	i	-7%	0%	5.2%
O=C(NCc1ccccc1)C(c1cccs1)N(C(=O)c1csnn1)C1CC1 (configuration not stated)	9%[57.1 µM]	8%	-2%	1%	0%	i	-2%	?	0.2%
Cc1ccc2c(c1)cc(CN(Cc1ccco1)S(=O)(=O)c1ccccc1)c1nnnn12	2%	-8%	0%	-16%	0%	i	-13%	8%	0.4%
Cc1ccc(NC(=O)CCC(=O)N2CCOc3ccccc32)c(Cl)c1	-23%	?	5%&-3%	-16%&5%	1%	i	-11%&4%	1%&-12%	-0.4%&4.1%
O=C(COC(=O)c1ccc(O)cc1)Nc1cc(S(=O)(=O)N2CCOCC2)ccc1Cl	-16%	0%	10%	-24%	-2%	i	-78%	-12%	0.3%
COCCCNC(=O)c1c(F)c(F)c(F)c(F)c1F	4%	5%	1%	5%	-3%	?	-2%	-2%	0.1%
CCOC(=O)c1nn(-c2ccccc2C)c(=O)c2c(N)scc12	-3%	-21%	-18%	-24%	3%	i	10%	-30%	-0.7%
CCN(CC)C(=O)c1ccc(NS(=O)(=O)c2ccc3[nH]c(=O)[nH]c3c2)cc1	4%	7%	0%	-4%	-3%	i	12%	2%	-0.4%
CCN(CC)c1ccc(C(=O)OCC(=O)Nc2cccc(S(=O)(=O)NC3=NCCCCC3)c2)cc1	-5%	-14%	-11%	9%	?	i	2%	7%	-0.1%
COc1ccc(CC(=O)Nc2ccc(OC)c(NC(=O)c3ccco3)c2)cc1	14%	-19%	0%	-11%	-2%	i	4%	-7%	-0.3%
CC1CC(=Cc2ccc([N+](=O)[O-])cc2)C(=O)O1 (configuration not stated)	-1%	-10%	-13%	-5%	0%	i	-4%	19%	1.8%

Source: PubChem (National Center for Advancing Translational Sciences (NCATS))
